Screens (PubChem BioAssay)
MsrA inhibitor – bovine MsrA inhibition; purified bovine MsrA, absorbance read-out; inhibition, % at 15.5 µM; hit rate 0.75% among 360,000; AID 651718; in the data active means inhibition above about 4.5%;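 further: 0% = vehicle wells with enzyme and 100% = reference inhibitor wells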
MLLE-PAM2 inh – inhibitors of microRNA-mediated deadenylation, human PABP1 MLLE binding; P11940; GST-MLLE / FITC-PAM2 fluorescence polarization; inhibition, % at 20 µM; hit rate 0.36% among 360,000; in the data active means inhibition above about 35%, passing the limit was not always enough;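 further: plate controls were DMSO wells with GST-MLLE for no effect and wells lacking GST-MLLE protein for full effect; some results filed as inactive read as strong as hits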
MsrA act – activates bovine MsrA enzyme; purified bovine MsrA, absorbance read-out; activation, % at 10.6 µM; hit rate 0.3% among 360,000; in the data active means activation above about 7.5%;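 further: 0% = vehicle and 100% = reference activator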
TbMetRS inhib – Trypanosoma brucei MetRS inhibition; purified T. brucei MetRS, ATP depletion, Kinase-Glo luminescence; inhibition, % at 11.9 µM; hit rate 0.4% among 360,000;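 active means inhibition above a per-plate cutoff of the control wells' mean inhibition plus 3 SD, cut at about 5.5% in these data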;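 further: 0% = DMSO wells median and 100% = median of wells with control inhibitor compound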
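Assay system: T. brucei methionyl-tRNA synthetase, purified | Medium: HEPES buffer with MgCl2, KCl, DTT, spermine, BSA, pyrophosphatase | Compound: 11.9 µM single point | Incubation: 15 min enzyme-compound preincubation, 2 h reaction, 10 min detection, 25 °C | Measured by: Kinase-Glo luciferase luminescence reporting remaining unconsumed ATP | Measure: % inhibition normalized to control-well medians | Replication: Singlicate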
E coli Lon inh – inhibits E. coli Lon protease. inhibition, % at 7.94 µM. AID 602123. hit rate 0.42% among 360,000. purified E. coli Lon protease, fluorescence polarization. P0A9M0; in the data active means inhibition above about 13%, passing the limit was not always enough;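 further: 0% = enzyme with probe and DMSO and 100% = no enzyme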
CSN deneddyl inh – blocks human CSN-mediated cullin deneddylation; Q92905; Purified CSN, SCF-Nedd8-OG deneddylation, fluorescence polarization; inhibition, % at 12.5 µM; hit rate 0.38% among 360,000;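 active means pattern-corrected inhibition above about 35%, with an unprinted fluorescence ratio check between 0.5 and 1.5, limit read from the data, passing the limit was not always enough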;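 further: 0% = enzyme with substrate and 100% = substrate without enzyme; some results filed as inactive read as strong as hits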
Target sequence (Q92905 whole entry, looked up, one chain of several): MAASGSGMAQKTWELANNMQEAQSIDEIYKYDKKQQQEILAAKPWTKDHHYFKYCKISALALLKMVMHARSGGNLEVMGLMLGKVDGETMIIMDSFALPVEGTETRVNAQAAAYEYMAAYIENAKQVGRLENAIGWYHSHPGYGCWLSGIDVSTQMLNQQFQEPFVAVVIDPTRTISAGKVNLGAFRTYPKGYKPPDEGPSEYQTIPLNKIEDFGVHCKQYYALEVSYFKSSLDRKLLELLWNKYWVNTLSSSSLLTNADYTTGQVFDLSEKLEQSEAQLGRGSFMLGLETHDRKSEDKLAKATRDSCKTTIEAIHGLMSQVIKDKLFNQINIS
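Test system: purified human Csn5 enzyme expressed in HEK293T cells. Amount: 0.24 nM enzyme. Reagent: SCFSkp2-Nedd8OG substrate at 10 nM final. Schedule: 90 min incubation of compound, enzyme and substrate at room temperature. Detection: fluorescence polarization. Read-out: % inhibition of substrate cleavage by Csn5.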
FAS-TE inh – inhibitors of human fatty acid synthase thioesterase domain; recombinant FAS-TE, OMFH fluorogenic substrate, fluorescence endpoint; inhibition, % at 15 µM; hit rate 0.67% among 360,000; AID 602261;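 active means compounds whose normalised, plate-corrected inhibition of enzyme fluorescence in the single-dose primary screen is 50% or more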;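 further: 0% = DMSO with enzyme and 100% = substrate without enzyme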
Rin1 Abl inh – blocks binding of human Rin1 to Abl; P00519+Q13671; TR-FRET Rin1/Abl binding, biochemical; inhibition, % at 7.35 µM; hit rate 0.4% among 360,000; AID 588664; in the data active means inhibition above about 5%, passing the limit was not always enough
Neddylation inh – blocks human cullin neddylation. P61081+Q13564. TR-FRET cullin neddylation, biochemical. calls only at 25 µM. hit rate 0.58% among 360,000. AID 651699; in the data active means inhibition above about 36%
Target sequence (P61081 whole entry, looked up): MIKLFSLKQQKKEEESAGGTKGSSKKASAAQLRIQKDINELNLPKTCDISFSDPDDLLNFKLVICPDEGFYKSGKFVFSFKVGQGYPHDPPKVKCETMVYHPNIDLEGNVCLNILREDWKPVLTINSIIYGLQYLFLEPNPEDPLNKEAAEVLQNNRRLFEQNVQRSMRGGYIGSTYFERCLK
Target sequence (Q13564 whole entry, looked up): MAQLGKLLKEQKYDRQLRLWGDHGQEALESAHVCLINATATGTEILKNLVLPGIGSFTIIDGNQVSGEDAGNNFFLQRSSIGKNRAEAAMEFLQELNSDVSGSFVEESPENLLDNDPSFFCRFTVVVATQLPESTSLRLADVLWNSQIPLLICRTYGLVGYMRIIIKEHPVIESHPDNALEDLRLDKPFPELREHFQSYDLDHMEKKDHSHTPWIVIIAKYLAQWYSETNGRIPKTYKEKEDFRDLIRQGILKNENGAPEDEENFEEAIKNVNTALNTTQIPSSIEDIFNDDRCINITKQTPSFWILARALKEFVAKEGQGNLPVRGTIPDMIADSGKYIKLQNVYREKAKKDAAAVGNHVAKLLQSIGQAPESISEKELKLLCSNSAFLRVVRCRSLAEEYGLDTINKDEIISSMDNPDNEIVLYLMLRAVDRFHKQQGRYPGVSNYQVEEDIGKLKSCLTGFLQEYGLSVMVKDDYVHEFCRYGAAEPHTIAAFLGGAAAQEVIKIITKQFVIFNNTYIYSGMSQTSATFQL
An asterisk follows results filed as active.

How did CN(Cc1cccs1)C(=O)Cn1cnc2ccccc2c1=O do in these assays?
MsrA inhibitor: -0.5; MLLE-PAM2 inh: -4; MsrA act: -3; TbMetRS inhib: 0.3; E coli Lon inh: 4; CSN deneddyl inh: 3; FAS-TE inh: -6; Rin1 Abl inh: -1; Neddylation inh: inactive

How did COC(=O)c1ccc2cc(OC)cc([N+](=O)[O-])c2n1 do in these assays?
MsrA inhibitor: 1.3; MLLE-PAM2 inh: -7; MsrA act: -2; TbMetRS inhib: -0.3; E coli Lon inh: -10; CSN deneddyl inh: -2; FAS-TE inh: -8; Rin1 Abl inh: 0; Neddylation inh: inactive

Results for COC(=O)c1cc(C#N)c(Oc2ccccc2)nc1C ?
MsrA inhibitor: 0.7; MLLE-PAM2 inh: -6; MsrA act: -4; TbMetRS inhib: -1.6; E coli Lon inh: 9; CSN deneddyl inh: -1; FAS-TE inh: 13; Rin1 Abl inh: -4; Neddylation inh: inactive

Results for Cc1cc(NC(=O)CSc2nnc(-c3ccc([N+](=O)[O-])cc3)o2)no1 ?
MsrA inhibitor: -0.1; MLLE-PAM2 inh: -10; MsrA act: -3; TbMetRS inhib: -0.6; E coli Lon inh: 13; CSN deneddyl inh: 0; FAS-TE inh: 12; Rin1 Abl inh: -2; Neddylation inh: inactive

How did C/C(CCc1ccccc1)=N/NC(=O)C(=O)NC(C)c1ccccc1 (centres undefined) do in these assays?
MsrA inhibitor: -1.3; MLLE-PAM2 inh: 1; MsrA act: -3; TbMetRS inhib: 0.0; E coli Lon inh: -3; CSN deneddyl inh: 0; FAS-TE inh: 1; Rin1 Abl inh: -1; Neddylation inh: inactive

Results for Nc1o[nH]c(=O)c1C1CCCCC1 ?
MsrA inhibitor: -0.8; MLLE-PAM2 inh: 16; MsrA act: -10; TbMetRS inhib: -0.4; E coli Lon inh: 0; CSN deneddyl inh: 2; FAS-TE inh: -4; Rin1 Abl inh: 1; Neddylation inh: inactive

How did Nc1nc2ccccc2n1C(=O)c1ccc(F)cc1 do in these assays?
MsrA inhibitor: 0.1; MLLE-PAM2 inh: 5; MsrA act: -2; TbMetRS inhib: -1.1; E coli Lon inh: -4; CSN deneddyl inh: -3; FAS-TE inh: -6; Rin1 Abl inh: -2; Neddylation inh: inactive

How did COC(=O)CCc1sc(Nc2ccc(Br)cc2)nc1-c1ccc(OC)cc1 do in these assays?
MsrA inhibitor: 2.5; MLLE-PAM2 inh: -103; MsrA act: -6; TbMetRS inhib: -0.9; E coli Lon inh: -1; CSN deneddyl inh: -7; FAS-TE inh: 36; Rin1 Abl inh: 0; Neddylation inh: inactive

What do the screens show for `COc1ccc(C(=O)NCCc2nnc(SCC(=O)Nc3ccccc3C(C)C)n2C)cc1`?
MsrA inhibitor: 0.8; MLLE-PAM2 inh: -8; MsrA act: 2; TbMetRS inhib: -0.5; E coli Lon inh: -4; CSN deneddyl inh: -7; FAS-TE inh: -6; Rin1 Abl inh: 2; Neddylation inh: inactive

Results for O=C(Nn1c(-c2ccncc2)nc2ccccc2c1=O)c1ccccc1Br ?
MsrA inhibitor: 1.4; MLLE-PAM2 inh: 11; MsrA act: -1; TbMetRS inhib: -0.8; E coli Lon inh: 0; CSN deneddyl inh: -3; FAS-TE inh: -6; Rin1 Abl inh: -2; Neddylation inh: inactive

How did CC(=O)c1ccc(NC(=O)C(C)OC(=O)c2ccc(NS(=O)(=O)c3ccc(F)c(F)c3)cc2)cc1 (centres undefined) do in these assays?
MsrA inhibitor: 0.3; MLLE-PAM2 inh: -4; MsrA act: -4; TbMetRS inhib: -0.2; E coli Lon inh: -11; CSN deneddyl inh: -10; FAS-TE inh: 3; Rin1 Abl inh: -3; Neddylation inh: inactive

What do the screens show for `Cc1ccc(NCc2nnc(SCC(=O)Nc3ccccc3)n2CC2CCCO2)c(C)c1` (centres undefined)?
MsrA inhibitor: -0.6; MLLE-PAM2 inh: 3; MsrA act: 2; TbMetRS inhib: 4.4; E coli Lon inh: -3; CSN deneddyl inh: -3; FAS-TE inh: 5; Rin1 Abl inh: 0; Neddylation inh: inactive

What do the screens show for `Nn1cnc2scc(-c3cccs3)c2c1=O`?
MsrA inhibitor: -1.1; MLLE-PAM2 inh: 11; MsrA act: -5; TbMetRS inhib: -0.6; E coli Lon inh: -8; CSN deneddyl inh: -4; FAS-TE inh: -5; Rin1 Abl inh: 3; Neddylation inh: inactive

Results for COc1ccc(CNC(=O)OCCN2CCN(Cc3ccccc3)CCC2=O)cc1 ?
MsrA inhibitor: -1.1; MLLE-PAM2 inh: 10; MsrA act: 1; TbMetRS inhib: -0.4; E coli Lon inh: -5; CSN deneddyl inh: 2; FAS-TE inh: -4; Rin1 Abl inh: 2; Neddylation inh: inactive

What do the screens show for `O=C(Cn1c(NCCO)nc2ccccc21)c1ccc([N+](=O)[O-])cc1`?
MsrA inhibitor: 0.5; MLLE-PAM2 inh: -1; MsrA act: 1; TbMetRS inhib: 20*; E coli Lon inh: 0; CSN deneddyl inh: 2; FAS-TE inh: 6; Rin1 Abl inh: -1; Neddylation inh: inactive

Results for CC1CCCCC12NC(=O)N(CC(=O)c1ccc3c(c1)OCO3)C2=O (centres undefined) ?
MsrA inhibitor: 0.6; MLLE-PAM2 inh: 0; MsrA act: -9; TbMetRS inhib: -0.7; E coli Lon inh: 1; CSN deneddyl inh: 4; FAS-TE inh: -4; Rin1 Abl inh: 0; Neddylation inh: inactive

What do the screens show for `COC(=O)c1ccccc1C(=O)N1CCC(CCC(=O)NC2CC2)CC1`?
MsrA inhibitor: -0.3; MLLE-PAM2 inh: 7; MsrA act: -3; TbMetRS inhib: -0.3; E coli Lon inh: 9; CSN deneddyl inh: 6; FAS-TE inh: -4; Rin1 Abl inh: -2; Neddylation inh: inactive

What do the screens show for `CCOc1cc(S(=O)(=O)N(CC)CC)ccc1Cl`?
MsrA inhibitor: 0.7; MLLE-PAM2 inh: -5; MsrA act: -1; TbMetRS inhib: -0.5; E coli Lon inh: 4; CSN deneddyl inh: 5; FAS-TE inh: 5; Rin1 Abl inh: -1; Neddylation inh: inactive

Results for COC(CNC(=O)C(=O)NCC1CCCN1S(=O)(=O)c1cccs1)OC (centres undefined) ?
MsrA inhibitor: 0.9; MLLE-PAM2 inh: -4; MsrA act: -11; TbMetRS inhib: -0.8; E coli Lon inh: 5; CSN deneddyl inh: 3; FAS-TE inh: 1; Rin1 Abl inh: 0; Neddylation inh: inactive

Results for CC(NC(=O)c1ccccc1Br)c1ccc2c(c1)CCCC2 (centres undefined) ?
MsrA inhibitor: -0.1; MLLE-PAM2 inh: 4; MsrA act: 0; TbMetRS inhib: -1.1; E coli Lon inh: 2; CSN deneddyl inh: 0; FAS-TE inh: 9; Rin1 Abl inh: -5; Neddylation inh: inactive

How did COc1ccc(C2OC(=O)C(C)(C)C(=O)C2(C)C)cc1OC (centres undefined) do in these assays?
MsrA inhibitor: -1.1; MLLE-PAM2 inh: 12; MsrA act: -1; TbMetRS inhib: 0.2; E coli Lon inh: 0; CSN deneddyl inh: 5; FAS-TE inh: -5; Rin1 Abl inh: -3; Neddylation inh: inactive

Results for CC1(C)Cc2c(cnn2-c2ccc(F)cc2)C(NC(=O)Cn2cncn2)C1 (centres undefined) ?
MsrA inhibitor: -0.2; MLLE-PAM2 inh: 6; MsrA act: -1; TbMetRS inhib: -0.1; E coli Lon inh: 4; CSN deneddyl inh: -4; FAS-TE inh: -3; Rin1 Abl inh: 0; Neddylation inh: inactive

How did c1cncc(-c2noc(-c3cccc4ccccc34)n2)c1 do in these assays?
MsrA inhibitor: 0.7; MLLE-PAM2 inh: -1; MsrA act: -2; TbMetRS inhib: 0.5; E coli Lon inh: 6; CSN deneddyl inh: -2; FAS-TE inh: 14; Rin1 Abl inh: -4; Neddylation inh: inactive

How did O=C1NC(=O)N(c2ccccc2)C1=O do in these assays?
MsrA inhibitor: 0.2; MLLE-PAM2 inh: 12; MsrA act: -5; TbMetRS inhib: -0.3; E coli Lon inh: 2; CSN deneddyl inh: 3; FAS-TE inh: -8; Rin1 Abl inh: 1; Neddylation inh: inactive

How did Cc1cc(C)nc(N2CCCC(C(=O)NCCc3cccc(F)c3)C2)n1 (centres undefined) do in these assays?
MLLE-PAM2 inh: 11; MsrA act: -5; TbMetRS inhib: 0.1; E coli Lon inh: 1; CSN deneddyl inh: 0; FAS-TE inh: -1; Rin1 Abl inh: -1; Neddylation inh: inactive

How did O=C(CCCn1c(=O)c2ccccc2n(CC(=O)N2CCN(c3ccccc3)CC2)c1=O)NCc1ccco1 do in these assays?
MsrA inhibitor: 0.8; MLLE-PAM2 inh: 6; MsrA act: -9; TbMetRS inhib: -0.3; E coli Lon inh: -3; CSN deneddyl inh: -1; FAS-TE inh: -7; Rin1 Abl inh: 0; Neddylation inh: inactive

What do the screens show for `O=C(Nc1ccc2nc(-c3cccs3)[nH]c2c1)c1cccs1`?
MsrA inhibitor: 2.2; MLLE-PAM2 inh: 12; MsrA act: -2; TbMetRS inhib: 0.4; E coli Lon inh: -1; CSN deneddyl inh: 3; FAS-TE inh: -2; Rin1 Abl inh: 0; Neddylation inh: inactive

Results for COC(=O)c1ccc(N2C(=O)CC(N3CCN(C(=O)c4ccco4)CC3)C2=O)cc1 (centres undefined) ?
MsrA inhibitor: 1.2; MLLE-PAM2 inh: -9; MsrA act: -10; TbMetRS inhib: -0.4; E coli Lon inh: 4; CSN deneddyl inh: 1; FAS-TE inh: -12; Rin1 Abl inh: -2; Neddylation inh: inactive

Results for CC(C)c1cc(C(=O)O)c2ccccc2n1 ?
MsrA inhibitor: 0.2; MLLE-PAM2 inh: 8; MsrA act: 0; TbMetRS inhib: 0.1; E coli Lon inh: -7; CSN deneddyl inh: -3; FAS-TE inh: -8; Rin1 Abl inh: -5; Neddylation inh: inactive

Results for COC(=O)c1ccc(NC(=O)CN2CCN(CC#N)CC2)cc1 ?
MsrA inhibitor: 0.3; MLLE-PAM2 inh: 20; MsrA act: -1; TbMetRS inhib: -0.5; E coli Lon inh: -10; CSN deneddyl inh: 0; FAS-TE inh: 0; Rin1 Abl inh: 4; Neddylation inh: inactive

Results for CC(=O)c1cccc(NC(=O)C2CCCN2S(=O)(=O)c2ccccc2C(F)(F)F)c1 (centres undefined) ?
MsrA inhibitor: -0.4; MLLE-PAM2 inh: -9; MsrA act: -8; TbMetRS inhib: -0.6; E coli Lon inh: 6; CSN deneddyl inh: 1; FAS-TE inh: -5; Rin1 Abl inh: -3; Neddylation inh: inactive

Results for O=C(NC1CCSC1)c1cccc(Cl)c1 (centres undefined) ?
MsrA inhibitor: 0.8; MLLE-PAM2 inh: -2; MsrA act: -2; TbMetRS inhib: -0.4; E coli Lon inh: 10; CSN deneddyl inh: -4; FAS-TE inh: -4; Rin1 Abl inh: 1; Neddylation inh: inactive

How did COc1ccccc1N1CCN(C(=O)CCCC2=NS(=O)(=O)c3ccccc3N2)CC1 do in these assays?
MsrA inhibitor: -0.6; MLLE-PAM2 inh: -4; MsrA act: -9; TbMetRS inhib: -0.9; E coli Lon inh: -4; CSN deneddyl inh: -6; FAS-TE inh: -4; Rin1 Abl inh: 1; Neddylation inh: inactive
